Screening results: PubChem BioAssay, NCI
Growth percent in the NCI-60 one-dose screen (48 h, 10 µM unless noted): 100 = growth as untreated, 0 = no growth, -100 = all killed.
DU-145: DU-145 prostate cancer | 81,000 compounds, 4.2% hits
SK-OV-3: SK-OV-3 ovarian cancer cells; 80,000 compounds, 3.2% hits; AID 1794785
OVCAR-5: OVCAR-5 ovarian cancer; 82,000 compounds, 2.9% hits
OVCAR-3: OVCAR-3 ovarian cancer | 79,000 compounds, 7% hits | AID 1794787
U251: U251 CNS tumor cells | 80,000 compounds, 5.4% hits | AID 1794753
SF-268: SF-268 CNS cancer cells; 82,000 compounds, 3.1% hits
OVCAR-4: OVCAR-4 ovarian cancer cells | 80,000 compounds, 3.7% hits | AID 1794784
OVCAR-8: OVCAR-8 ovarian cancer. AID 1794782. 81,000 compounds, 4.4% hits
PC-3: PC-3 prostate cancer cells. 80,000 compounds, 3.9% hits
The depositor's hits bear a star; nt = no result given; & = joins results of further samples; [ ] = remark or other dose. How the source made its calls: active means growth percent below 10; inactive means the rest.

SMILES | DU-145 | SK-OV-3 | OVCAR-5 | OVCAR-3 | U251 | SF-268 | OVCAR-4 | OVCAR-8 | PC-3
COC(=O)[C@@H](C)CNS(=O)(=O)N(c1cc(C(F)(F)F)cc(C(F)(F)F)c1)C1CCN(Cc2ccc(F)cc2)CC1 | 93 | 76 | 76 | 57 | 52 | 84 | 73 | 67 | 45
CCOC(=O)C1[C@@H]2C(=O)N(c3ccc(C)cc3)C(=O)[C@@H]2[C@H](c2cn(-c3ccccc3)nc2C)N1Cc1ccccc1 (stereo not given in full) | 111 | 117 | 92 | 110 | 88 | 106 | 116 | 113 | 100
CN(C)CCCOc1c2ccccc2nc2c1oc1ccc(Cl)cc12 | -1.7* | 20 | 12 | 22 | 17 | 15 | 17 | 16 | 5.2*
COC(=O)n1c(C)nn(-c2cc(N(S(=O)OC)S(=O)OC)c(Cl)cc2Cl)c1=O (stereo not given) | 114 | 108 | 99 | 108 | 110 | 112 | 101 | 112 | 103
O=C(N=Nc1c(O)[nH]c2ccc(Br)cc12)c1cc(-c2ccccc2)on1 | 110 | 111 | 99 | 115 | nt | 100 | 95 | 104 | 100
FC(F)(F)c1ccc(-c2nc(-c3nc4cc(Cl)c(Cl)cc4[nH]3)c3ccccn23)cc1 | 59 | 38 | 89 | 53 | 48 | 45 | 4.2* | 63 | 48
O=Nc1ccc(NC(=O)Nc2ccc([N+](=O)[O-])cc2)cc1 | 113 | 102 | 122 | 98 | 92 | 104 | 87 | 91 | 72
COc1c(O[C@@H]2OC(CO)[C@H](O)[C@H](O)C2O)cc2oc3cc(O)c(CC=C(C)C)c(O)c3c(=O)c2c1CC=C(C)C (stereo not given in full) | 104 | 98 | 108 | 100 | 78 | 92 | 115 | 87 | 74
CCOC(=O)c1ccc(NCC(=O)Nc2ccccn2)cc1 | 115 | 112 | 105 | 105 | 109 | 110 | 92 | 108 | 93
NNC(=O)c1ccccc1N | 120 | 114 | 90 | 124 | 106 | 114 | 106 | 107 | 101
Cn1c(=O)c2[nH]c(COc3ccccc3)nc2n(C)c1=O | 108 | 112 | 99 | 104 | 105 | 96 | 113 | 113 | 101
O=C(c1c[nH]c2ccccc12)c1n[nH]c(=S)n1-c1cccc(Cl)c1 | 102 | 82 | 118 | 98 | 104 | 93 | 84 | 98 | 89
Fc1ccc2c(c1)nc(-c1nnc(-c3cnccn3)o1)c1cccn12 | 103 | 108 | 106 | 111 | 100 | 96 | 100 | 98 | 102
Cn1c2c(c3c(Cl)cccc31)-n1cccc1C2=O | 108 | 100 | 106 | 103 | 105 | 101 | nt | 104 | 101
O=c1oc2ccc(Cl)cc2c(=O)n1-c1ccc(Cl)cc1F | 15 | -2.4* | 25 | 5.3* | -4.3* | 7.6* | 11 | 8.6* | 2.0*
CCOC(=O)c1cc(C)nnc1C(=O)OCC | 107 | 107 | 107 | 110 | 106 | 106 | 122 | 107 | 101
O=C(CCN1CCOCC1)Nc1cccc(-n2cc(-c3ccncc3)c(-c3ccc(Cl)c(O)c3)n2)c1 | 13 | 25 | 62 | 14 | 28 | 37 | 66 | 40 | 11
CCCCCc1c(C)[nH]c(/C=C2\N=C(c3ccc[nH]3)C=C2Oc2ccc(OC)cc2)c1C | -59*[100 µM] | -63*[100 µM] | -65*[100 µM] | -95*[100 µM] | nt | -83*[100 µM] | -100*[100 µM] | nt | -26*[100 µM]
CSc1nccc(-c2c(-c3ccc(F)c(OCc4ccccc4)c3)nc3sccn23)n1 | 98 | 85 | 103 | nt | 77 | 90 | 61 | 90 | 56
NC(=O)c1c(Nc2ccccc2)nn2cc(-c3nc4ccccc4s3)c(N)nc12 | 107 | 95 | 104 | 107 | 101 | 96 | 97 | 102 | 91
CN1CCN(C(=O)[C@@]2(C)CC[C@]3(C)CC[C@]4(C)C(=CC(=O)[C@@H]5[C@@]6(C)CCCNC(C)(C)[C@@H]6CC[C@]54C)[C@@H]3C2)CC1 | 111 | 107 | 90 | 107 | 87 | 106 | 100 | 97 | 84
c1ccc2c(c1)ncc1cccn12 | 112 | 95 | 95 | 113 | 99 | 114 | 104 | 104 | nt
CCN(CC)CCCC(C)Br (stereo not given) | 105 | 105 | 110 | 110 | 105 | 111 | 116 | 104 | 99
CCOc1nc(-c2ccccc2)cc2c(O)c(C(=O)NC)[nH]c(=O)c12 | 118 | 109 | 96 | 135 | 103 | 108 | 104 | 102 | 85
c1ccc(Cc2cccc[n+]2C(c2ccccc2)c2ccccc2)cc1 | 69 | 52 | 71 | 45 | 43 | 65 | 28 | 57 | 36
O=C(NCCN1CCOCC1)n1cc(-c2ccncc2)c(-c2cc(O)cc(Cl)c2)n1 | 126 | 110 | 126 | 135 | 98 | 110 | 118 | 100 | 112
CCCn1c2cc(OCc3cn(-c4ccc(Br)cc4)nn3)ccc2c2ccnc(C)c21 | 90 | 86 | 68 | 61 | 34 | 88 | -44* | 51 | 75
COc1ccc(Nc2ncccc2NC(=O)c2cn(Cc3cc(OC)c(OC)c(OC)c3)nn2)cc1 | 96 | 109 | 109 | 103 | 96 | 93 | 110 | 98 | 94
Cc1ccc([N+](=O)[O-])cc1NC(=O)Nc1ccc(S(N)(=O)=O)cc1 | 122 | 105 | 95 | 113 | 105 | 102 | 98 | 98 | 97
CC(=O)CSc1nc2sc3c(c2c(=O)n1-c1ccccc1)CCC(C)C3 (stereo not given) | 104 | 96 | 99 | 114 | 94 | 105 | 98 | 81 | 84
COc1ccc(Nc2nc(/N=C/C3=CN=CC3)n[nH]2)cc1 | 115 | 119 | 106 | 119 | 102 | 103 | 102 | 104 | 102
CC(=O)Nc1nc2c(s1)Nc1ccccc1NC2=O | 119 | 102 | 106 | 120 | 96 | 111 | 110 | 104 | 101
Cc1cccc(-n2c(SCC(=O)Nc3ccc(S(=O)(=O)Nc4nccc(C)n4)cc3)nc3ccccc3c2=O)c1 | 109 | 110 | 100 | 109 | 100 | 101 | 97 | 100 | 95
CCCCCCCC(=O)OC1CCCCC1C (stereo not given) | 105 | 107 | 94 | 101 | 97 | 96 | 109 | 104 | 100
CC(=O)C1=C(O)/C(=C\C=C\c2ccccc2)OC1=O | 102 | 105 | 92 | 105 | 88 | 103 | 91 | 92 | 91
O=C1/C(=C/c2cn(-c3ccccc3)nc2-c2ccccc2)SC(=S)N1CCc1ccc(O)cc1 | 99 | 108 | 102 | 105 | 99 | 100 | 97 | 98 | 76
CC(=O)C(=Cc1ccc(O)cc1)C(C)=O | 124&101 | 108&99 | 100&90 | 138&106 | 107&85 | 141&94 | 100&87 | 100&90 | 98&94
S=C(SSC(=S)N1CCOCC1)N1CCOCC1 | 109 | 102 | 106 | 75 | 58 | 101 | 66 | 97 | 78
CC(=O)c1cccc(Nc2ccnc(SCC(=O)c3ccc(C(F)(F)F)cc3)n2)c1 | 105 | 79 | 99 | 90 | 88 | 98 | 92 | 91 | 70
Cn1c(=O)c2[nH]c(SCCN)nc2n(C)c1=S | 101 | 91 | 105 | 103 | 96 | 101 | 104 | 98 | 87
O=C(O)CCSC(=S)Nc1ccccc1 | 115 | 102 | 102 | 106 | 101 | 106 | 94 | 105 | 87
c1ccc(CC(Cc2ccccc2)C2=NCCCN2)cc1 | 105 | 80 | 102 | 75 | 74 | 79 | nt | 78 | 77
C/C(=N\NC(=O)CSc1nc2ccccc2c(=O)n1CCc1ccc(S(N)(=O)=O)cc1)c1ccccc1 | 92 | 93 | 95 | 96 | 83 | 96 | 90 | 60 | 74
O=C(Cc1ccc(/C=C/C(=O)c2ncc[nH]2)cc1)Nc1cc(C(F)(F)F)cc(C(F)(F)F)c1 | 86 | 105 | 103 | 59 | 39 | 88 | 100 | 87 | 85
Cn1c(=O)c2[nH]c(SCC(=O)c3ccc(Br)cc3)nc2n(C)c1=O | 105 | 95 | 103 | 101 | 109 | 96 | 97 | 102 | 93
O=c1oc(-c2ccccc2CCl)nc2ccccc12 | 114 | 104 | 94 | 115 | 96 | 113 | 104 | 104 | 101
CCOC(=O)C1=C(CSC(=S)N2CCN(c3ccc(OC)cc3)CC2)N(C)C(=O)NC1c1ccccc1 (stereo not given) | 91 | 87 | 117 | 86 | 65 | 71 | 71 | 82 | 48
O=C(N/N=C/c1ccco1)C(=O)Nc1ccc(Cl)c([N+](=O)[O-])c1 | 114 | 105 | 101 | 119 | 98 | 119 | 100 | 103 | 95
Cn1cc(-c2nonc2-c2cn(C)c3ccccc23)c2ccccc21 | 16 | 19 | 36 | 0.3* | 19 | 48 | 56 | 17 | 26
Nc1ccc(C(=O)Nc2ccc3cc(S(=O)(=O)O)cc(S(=O)(=O)O)c3c2)cc1 | 101 | 85 | 106 | 103 | 92 | 92 | 96 | 93 | 96
(further entries)
SMILES | DU-145 | SK-OV-3 | OVCAR-5 | OVCAR-3 | U251 | SF-268 | OVCAR-4 | OVCAR-8 | PC-3
CC(C)C(C)CC(=O)O (stereo not given) | 110 | 104 | 97 | 108 | nt | 104 | nt | 98 | 95
CC12CC[C@@H]3[C@]4(C)COC(c5cccc(Br)c5)O[C@@H]4CC[C@@]3(C)[C@@H]1CC(C1=CCOC1=O)O2 (stereo not given in full) | 96 | 89 | 107 | 92 | 89 | 93 | 43 | 81 | 66
COc1ccc(CNC(=O)C2CSC3c4ccccc4C(=O)N23)cc1 (stereo not given) | 116 | 99 | 95 | 106 | 99 | 101 | 111 | 100 | 90
CCN(C(=O)C(Cl)Cl)c1ccccc1 | 107 | 109 | 108 | nt | 101 | 97 | 102 | 100 | 89
CCOC1Oc2ccc(F)cc2-c2oc(=O)ccc21 (stereo not given) | 113 | 187 | 92 | 100 | 93 | 97 | 98 | 112 | 105
O=C(CSc1nnc(-c2cc(-c3ccc(Cl)cc3)nc3ccccc23)n1-c1ccccc1)Nc1ccc(Cl)cc1 | 107 | 95 | 102 | 106 | 99 | 94 | 108 | 98 | 80
O=c1c2sc3ncccc3c2n(CCCCl)c2c(-c3ccccc3)nnn12 | 126 | 111 | 116 | 121 | 105 | 122 | 120 | 104 | 102
O=C1CCSC2=C1SCc1sccc12 | 104 | 102 | 102 | 106 | 91 | 99 | 100 | 99 | 89
COc1cc2oc(-c3ccccc3)c(CC(=O)N3CCOCC3)c2c(OC)c1OC | 103 | 100 | 93 | 112 | 98 | 97 | 102 | 99 | 98
COc1ccc(NC(=O)C2c3ccccc3C(=O)N(CC(C)C)C2c2cccs2)cc1Cl (stereo not given) | 109 | 99 | 104 | 102 | 93 | 106 | 81 | 96 | 89
CCOc1ccccc1/C=C1\SC(=S)NC1=O | 103 | 94 | 100 | 104 | 111 | 93 | 100 | 105 | 95
CCOC(=O)O[C@]1(C(=O)COC(=O)CC)CCC2C3CCC4=CC(=O)C=C[C@]4(C)C3[C@@H](O)C[C@@]21C (stereo not given in full) | 105 | 74 | 97 | 105 | 106 | 94 | 86 | 95 | 92
O=C(Nc1ccccc1)N1CCN(C(=O)Nc2ccccc2)CC1 | 110 | 100 | 116 | 108 | 106 | 108 | 105 | 110 | 104
COc1cc(OC)cc(-c2ccc(-c3ccc(C(=N)N)o3)o2)c1 | 60 | 88 | 83 | 26 | 8.3* | 63 | 86 | 64 | 71
c1ccc2c(c1)Nc1cc3ccccc3cc1O2 | 106 | 102 | 113 | 99 | 94 | 95 | 99 | 97 | 89
C[N+]1(C2CCC3CCCC2C3=O)CCCC1 (stereo not given) | 123 | 103 | 114 | 119 | 100 | 115 | 104 | 96 | 102
CCCCn1c(N)c(N(CC)C(=O)COc2ccc(Cl)cc2Cl)c(=O)[nH]c1=O | 114 | 85 | 103 | 103 | 107 | 101 | 99 | 103 | 82
CCCc1cc(C(CC)C(CC)c2ccc(O)c(CCC)c2)ccc1O (stereo not given) | 86 | 94 | 94 | 69 | 63 | 74 | 61 | 83 | 51
COc1cc(C2CC(c3ccc(C(F)(F)F)cc3)=Nc3c(N)nc(N)nc3N2)ccc1Oc1nc(NCCO)nc(N2CCOCC2)n1 (stereo not given) | 104&115 | 107&108 | 119&111 | 106&113 | 103&103 | 89&107 | 100&106 | 93&101 | 102&110
COc1ccc(C(=O)C[n+]2cccc3c4ccccc4ccc32)cc1OC | 103 | 107 | 102 | 78 | 90 | 88 | 73 | 94 | 88

Sorted by SMILES length (ascending): some entries from above
SMILES | DU-145 | SK-OV-3 | OVCAR-5 | OVCAR-3 | U251 | SF-268 | OVCAR-4 | OVCAR-8 | PC-3
CCOc1ccccc1/C=C1\SC(=S)NC1=O | 103 | 94 | 100 | 104 | 111 | 93 | 100 | 105 | 95
O=C(Nc1ccccc1)N1CCN(C(=O)Nc2ccccc2)CC1 | 110 | 100 | 116 | 108 | 106 | 108 | 105 | 110 | 104
COc1cc(OC)cc(-c2ccc(-c3ccc(C(=N)N)o3)o2)c1 | 60 | 88 | 83 | 26 | 8.3* | 63 | 86 | 64 | 71
COc1ccc(C(=O)C[n+]2cccc3c4ccccc4ccc32)cc1OC | 103 | 107 | 102 | 78 | 90 | 88 | 73 | 94 | 88
COc1cc2oc(-c3ccccc3)c(CC(=O)N3CCOCC3)c2c(OC)c1OC | 103 | 100 | 93 | 112 | 98 | 97 | 102 | 99 | 98
CCCCn1c(N)c(N(CC)C(=O)COc2ccc(Cl)cc2Cl)c(=O)[nH]c1=O | 114 | 85 | 103 | 103 | 107 | 101 | 99 | 103 | 82
COc1ccc(NC(=O)C2c3ccccc3C(=O)N(CC(C)C)C2c2cccs2)cc1Cl (stereo not given) | 109 | 99 | 104 | 102 | 93 | 106 | 81 | 96 | 89
CCOC(=O)O[C@]1(C(=O)COC(=O)CC)CCC2C3CCC4=CC(=O)C=C[C@]4(C)C3[C@@H](O)C[C@@]21C (stereo not given in full) | 105 | 74 | 97 | 105 | 106 | 94 | 86 | 95 | 92
COc1cc(C2CC(c3ccc(C(F)(F)F)cc3)=Nc3c(N)nc(N)nc3N2)ccc1Oc1nc(NCCO)nc(N2CCOCC2)n1 (stereo not given) | 104&115 | 107&108 | 119&111 | 106&113 | 103&103 | 89&107 | 100&106 | 93&101 | 102&110
